# Screens deposited in PubChem by The Scripps Research Institute Molecular Screening Center.
# PAFAH1B3 inh – blocks human PAF acetylhydrolase 1B catalytic subunit 3; AID 492972; recombinant PAFAH1B3, FP-rhodamine probe, fluorescence polarization; inhibition, % at 3.39 µM; Q15102; 340,000 compounds, 0.28% hits;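 active = inhibition above the screen-wide average of all tested compounds plus 3 SD, cut at about 25% in these data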;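 note: 0% = enzyme with DMSO only and 100% = wells lacking PAFAH1B3 protein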
# pPAFAH inh – inhibitors of human plasma PAF acetylhydrolase (pPAFAH); Q13093; recombinant pPAFAH, FP-rhodamine probe fluorescence polarization; inhibition, % at 3.39 µM; 330,000 compounds, 1.5% hits; AID 463082;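 active = inhibition above the mean inhibition across the screen plus 3 SD, cut at about 25% in these data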;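 note: inhibitors block binding of the rhodamine activity-based probe so polarization drops; 0% = enzyme with DMSO and 100% = wells lacking pPAFAH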
# Target sequence (Q13093 whole entry, looked up): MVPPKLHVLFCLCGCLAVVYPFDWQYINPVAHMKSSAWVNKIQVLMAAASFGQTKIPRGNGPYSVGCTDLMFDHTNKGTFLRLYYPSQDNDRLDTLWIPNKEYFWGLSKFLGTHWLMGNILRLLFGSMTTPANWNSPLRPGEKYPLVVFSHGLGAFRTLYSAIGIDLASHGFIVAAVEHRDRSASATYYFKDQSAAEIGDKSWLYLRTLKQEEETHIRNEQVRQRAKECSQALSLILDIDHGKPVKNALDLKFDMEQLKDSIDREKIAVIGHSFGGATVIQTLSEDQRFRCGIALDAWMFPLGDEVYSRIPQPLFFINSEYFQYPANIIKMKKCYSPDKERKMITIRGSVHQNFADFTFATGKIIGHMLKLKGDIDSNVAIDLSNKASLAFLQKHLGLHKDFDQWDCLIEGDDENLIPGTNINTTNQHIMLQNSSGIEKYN
# GSTO1 inh – GSTO1 inhibition, counter-screen for RBBP9 inhibitors; P78417; recombinant GSTO1, activity-based probe fluorescence polarization; inhibition, % at 5.96 µM; AID 1974; 300,000 compounds, 1.1% hits;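 active = inhibition above the campaign mean inhibition plus 3 SD, cut at about 35% in these data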;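 note: 0% = GSTO1-1 with DMSO and 100% = wells lacking GSTO1-1 enzyme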
# PAFAH2 FP inh – PAFAH2 (human) inhibition | Q99487 | recombinant PAFAH2, FP-rhodamine activity probe, fluorescence polarization | inhibition, % at 3.39 µM | 340,000 compounds, 0.99% hits | AID 492956;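 active = inhibition above the mean over all tested compounds plus 3 SD, cut at about 30% in these data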;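 note: inhibitors block probe labeling of enzyme so polarization drops; 0% = enzyme with DMSO and 100% = wells lacking PAFAH2 protein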
# PAD4 FP inh – inhibitors of human PAD4; Q9UM07; recombinant PAD4, RCA probe fluorescence polarization; inhibition, % at 6.36 µM; 330,000 compounds, 0.41% hits; AID 485272;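 active = percent inhibition above a cutoff equal to the mean of all tested compounds plus 3 SD, cut at about 15% in these data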;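 note: 0% = PAD4 with RCA probe and DMSO and 100% = probe without PAD4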
# Target sequence (Q9UM07 whole entry, looked up): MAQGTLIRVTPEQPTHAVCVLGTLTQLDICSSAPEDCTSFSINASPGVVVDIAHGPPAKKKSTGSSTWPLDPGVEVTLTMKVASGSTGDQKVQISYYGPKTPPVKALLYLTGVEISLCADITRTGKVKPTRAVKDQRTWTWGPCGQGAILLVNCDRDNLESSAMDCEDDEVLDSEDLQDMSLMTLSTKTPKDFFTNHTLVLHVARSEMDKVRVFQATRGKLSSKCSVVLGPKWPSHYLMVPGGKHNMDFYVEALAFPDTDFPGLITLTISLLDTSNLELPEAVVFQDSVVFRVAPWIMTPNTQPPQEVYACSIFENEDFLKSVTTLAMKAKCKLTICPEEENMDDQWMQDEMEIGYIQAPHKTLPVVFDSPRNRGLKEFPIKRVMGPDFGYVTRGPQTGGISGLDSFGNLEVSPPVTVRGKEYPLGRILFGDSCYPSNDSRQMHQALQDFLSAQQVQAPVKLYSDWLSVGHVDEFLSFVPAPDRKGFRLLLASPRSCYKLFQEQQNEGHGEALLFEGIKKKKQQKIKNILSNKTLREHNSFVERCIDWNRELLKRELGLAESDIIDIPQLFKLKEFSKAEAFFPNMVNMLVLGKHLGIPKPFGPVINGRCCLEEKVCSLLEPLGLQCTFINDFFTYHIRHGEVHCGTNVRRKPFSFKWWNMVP
# LYPLA1 inh – LYPLA1 (human) inhibition in PME1 counter-screen; O75608; recombinant LYPLA1, FP-Rh probe fluorescence polarization; inhibition, % at 5.9 µM; 320,000 compounds, 0.16% hits;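 active = inhibition above the mean of all tested compounds plus 3 SD, set per campaign, cut at about 14% in these data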;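 note: inhibitors block serine hydrolase probe labeling of LYPLA1 so polarization falls; 0% = enzyme with DMSO and 100% = wells lacking LYPLA1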
# PME-1 inh – PME-1 (human) inhibition. Q9Y570. recombinant PME-1, FP-Rh probe fluorescence polarization. inhibition, % at 5.9 µM. 320,000 compounds, 0.53% hits. AID 2130;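 active = inhibition above the campaign mean of all compounds plus 3 SD, cut at about 26% in these data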;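 note: competitive labeling of PME-1 active site by serine hydrolase directed probe; 0% = PME-1 with DMSO and 100% = wells lacking PME-1 enzyme; inhibitors block probe labeling so polarization falls and inhibition rises; many of its hits are not listed in these tables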
# PAFAH1B2 FP inh – PAFAH1B2 (human) inhibition; AID 492953; recombinant PAFAH1B2, FP-rhodamine activity probe, fluorescence polarization; P68402; inhibition, % at 3.39 µM; 340,000 compounds, 1.2% hits;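 active = inhibition above the mean of all tested compounds plus 3 SD, cut at about 24% in these data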;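 note: 0% = enzyme with DMSO and 100% = wells lacking PAFAH1B2; many of its hits are not listed in these tables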
# Fam108B counter – blocks mouse Fam108B hydrolase in RBBP9 counter-screen | 300,000 compounds, 0.33% hits | recombinant Fam108B, FP-Rh probe fluorescence polarization | inhibition, % at 9.51 µM;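 active = inhibition above the screen mean inhibition plus 3 SD, computed separately per campaign, cut at about 18% in these data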;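 note: inhibitors lower polarization as less probe binds the enzyme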
# Active calls of the source: *; x = no result given. A portion of the library; the hit share may differ from the screen's.
# Order of values – PAFAH1B3 inh	pPAFAH inh	GSTO1 inh	PAFAH2 FP inh	PAD4 FP inh	LYPLA1 inh	PME-1 inh	PAFAH1B2 FP inh	Fam108B counter
CCOc1ccccc1NC(=O)COC(=O)CC(NC(N)=O)c1ccc(Cl)cc1 (centres undefined)
    -0.5	4.4	2.8	4.1	-3.9	0.7	6.1	5.5	-4.1
O=[N+]([O-])c1cc(-c2ccc(/C=N/c3nc4ccccn4c3-c3ccco3)o2)ccc1Cl
    12.8	34.6*	16.9	18.7	1.8	-1.6	1.6	6.6	8.1
O=C(CCc1nc2ccccc2c(=O)[nH]1)Nc1ccc(F)c([N+](=O)[O-])c1
    3.5	11.0	9.7	9.8	-3.0	-3.0	-2.5	5.1	2.1
CCCN(CCO)CCCc1ccccc1
    6.5	0.3	3.0	-5.3	-5.8	-0.1	-1.2	-2.8	-0.1
O=C(NC(c1ccccc1)c1ccccc1)C1(c2cccs2)CCOCC1
    7.1	6.1	1.6	-3.7	-0.8	-0.9	1.1	11.5	-1.0
Cc1cccc(Sc2c([N+](=O)[O-])ncn2C)c1
    19.7	0.5	-4.4	3.0	9.1	-3.8	-5.5	5.3	2.2
COc1ccc(C(O)(CCN2CCOCC2)c2ccccc2)cc1 (centres undefined)
    4.9	3.5	-2.5	-3.8	1.2	1.5	6.8	0.3	-1.6
COc1ccc(S(=O)(=O)NC2CCCC2)c(OC)c1
    8.6	4.3	3.7	-0.3	1.8	3.0	4.3	-3.5	5.5
COc1cccc(OC)c1C(=O)N1CCN(Cc2ccccc2C)CC1
    5.6	-2.1	-2.3	2.1	-4.7	-1.1	10.9	0.2	-1.6
O=C(c1ccc(S(=O)(=O)Cc2cc(F)ccc2F)c([N+](=O)[O-])c1)N1CCCCC1
    1.9	1.4	4.8	3.0	0.7	6.8	4.0	0.8	3.6
CN(CCNC(=O)C1CC(=O)N(c2ccc(F)c(Cl)c2)C1)Cc1ccccc1 (centres undefined)
    -8.6	0.6	5.2	-4.9	1.0	0.1	1.5	3.5	-1.2
COc1ccc(OC)c(-c2csc3nnc(SCC(=O)Nc4ccc(NC(C)=O)cc4)n23)c1
    6.9	0.5	-3.9	-2.4	-4.8	-1.6	4.8	2.2	-2.7
CCOC(=O)C1CCN(C(=O)Nc2ccc(NC(=O)C3CCN(C(=O)OCC)CC3)cc2)CC1
    16.9	-4.5	2.8	1.6	-7.9	-0.4	-7.2	-6.0	-1.2
Cn1c(=O)c(Oc2cc(Cl)cc(Cl)c2)nc2ccccc21
    3.3	6.5	2.2	4.8	2.2	-0.7	5.0	-3.6	-2.4
Cc1cc(-c2nc(C)c(C(=O)NNS(=O)(=O)c3cccc(C(F)(F)F)c3)s2)no1
    x	10.0	6.0	x	-2.6	0.3	5.1	x	-1.1
N#Cc1ccccc1OCC(=O)NNC(=O)CCNC(=O)c1ccccc1
    4.8	7.1	x	-1.9	-2.7	x	x	-2.7	x
COc1ccc(Cc2nc3ccc(C(=O)NCCn4cccn4)cc3o2)cc1
    -1.0	-2.0	-2.0	-6.3	1.8	-5.1	-2.0	4.9	-1.7
COc1ccccc1C(=O)Nc1nc(-c2cccs2)c(NC(C)=O)s1
    9.2	7.3	38.7*	1.8	1.4	-2.7	2.2	4.0	-1.5
O=C(NN1C(=O)C2C3C=CC(C4CC34)C2C1=O)c1ccccc1Cl (centres undefined)
    5.0	0.1	7.3	3.1	-1.0	1.3	0.9	2.9	1.5
Cc1ccc(-c2cc(C(F)(F)F)c(C#N)c(=O)[nH]2)cc1
    12.5	3.1	-6.0	10.3	1.7	-2.3	4.6	2.1	9.1
COc1cc(C(=O)NCC(C)(C)CNC(=O)c2cc(OC)c(OC)c(OC)c2)cc(OC)c1OC
    0.6	-0.6	-4.2	0.3	-1.2	1.0	-0.5	-1.8	0.1
Cc1ccc(CNC(=O)CN(C(=O)C2(C)CC(=O)N=C3C=CC=CN32)c2ccc(F)cc2)cc1 (centres undefined)
    3.3	-0.7	3.0	4.0	-1.5	-4.0	-2.7	3.7	-1.9
O=C1c2ccccc2NC(c2ccccc2O)N1c1ccc(F)cc1 (centres undefined)
    -0.1	11.2	3.1	4.7	-2.3	9.2	-2.5	5.4	3.2
O=Cc1sc(Nc2ccccc2)nc1Cl
    4.8	5.0	15.4	-5.8	-14.9	-10.3	-12.6	-2.2	-8.8
CCC(C)Nc1nc2ccccc2n2c(C)nnc12 (centres undefined)
    4.0	2.7	2.3	-1.4	5.5	3.1	0.5	6.7	5.3
CC(C)CC(=O)N1CCN(C(=O)c2ccc(F)cc2)CC1
    9.8	-1.9	-4.6	-0.2	0.9	-1.4	-1.2	2.9	-1.0
Cc1cccc(NC(=O)c2cnc3scc(C)n3c2=O)c1
    -2.0	-6.3	-3.8	-2.5	1.8	-3.0	1.3	4.1	1.3
CC[C@@]1(C(=O)OC)N[C@H](CN(C)C(=O)c2ccccc2)[C@@H]2C(=O)N(C)C(=O)[C@@H]21
    15.1	0.0	x	5.3	-4.2	x	x	4.3	x
COc1ccc(-n2nc(C(=O)NCC(=O)N3CCCC3)c3ccccc3c2=O)cc1Cl
    3.8	4.0	2.3	-8.7	3.0	0.8	-3.3	6.1	-1.5
O=C(NCc1ccco1)c1cccc(Nc2nc3ccc(Br)cc3[nH]2)c1
    32.0*	20.1	-23.8	-17.3	-1.9	-17.3	24.3	20.2	25.4*

# Order of values – PAFAH1B3 inh	pPAFAH inh	GSTO1 inh	PAFAH2 FP inh	PAD4 FP inh	LYPLA1 inh	PME-1 inh	PAFAH1B2 FP inh	Fam108B counter
CCOC(=O)N1c2ccccc2Sc2ccccc21
    0.0	2.0	-0.3	-3.6	1.3	-2.7	2.4	1.0	-0.6
Cc1ccc(C)c(NC(=O)CCCCCCCCCCC2COCCO2)c1 (centres undefined)
    -2.6	3.0	-2.2	-11.0	3.4	4.2	-1.6	-1.2	-4.2
O=C(Nc1ccccc1N1CCN(C(=O)c2ccc(Cl)cc2)CC1)c1ccc(Br)cc1
    -1.4	1.1	-5.2	-0.4	-1.6	-5.9	-3.5	0.6	-6.1
Cc1nc2ccccc2n1CC(O)COC1CCCCC1 (centres undefined)
    9.9	-4.4	-5.1	3.0	-3.4	-0.4	2.0	-1.4	-0.6
Cc1ccc(/C(N)=N/OC(=O)c2ccc(F)cc2)cc1
    6.7	-0.3	-0.6	6.2	-4.9	-0.6	-2.6	2.9	-0.3
O=S1(=O)CCC(NC(=S)N2CCCCCC2)C1 (centres undefined)
    -4.0	0.3	-1.6	3.2	-0.2	-1.2	1.7	0.0	-3.8
NS(=O)(=O)c1ccc(CCNCC(=O)NCc2ccccc2Cl)cc1
    2.0	0.7	-2.6	-7.3	13.8	0.2	12.5	3.6	-5.5
Cn1c(=O)[nH]c(=O)c2c1nc(N1CCOCC1)n2CC(O)COc1ccccc1 (centres undefined)
    5.5	2.4	-6.7	3.4	-1.6	-0.6	3.4	-1.5	3.0
COc1ccc(Cl)cc1NC(=O)Nc1cc(C)on1
    4.8	-2.6	-1.5	-5.1	-0.5	-4.2	2.8	8.1	1.6
CCO[C@@H]1OC(C(=O)N2CCN(Cc3ccccc3)CC2)=C[C@H](c2csc3ccccc23)[C@H]1CCCO
    10.7	-2.1	4.0	2.5	-4.3	-0.6	7.0	1.1	2.1
O=C(C1COc2ccccc2O1)N1CCN(S(=O)(=O)c2ccccc2)CC1 (centres undefined)
    -0.9	-9.2	1.9	15.9	-0.6	3.3	3.0	-1.2	-2.5
Cc1ccc(C(=O)NCCNc2ccc([N+](=O)[O-])cc2C(F)(F)F)cc1
    10.8	1.4	12.8	1.5	4.1	-3.0	8.2	4.2	-0.6
CN1CCN(c2c(/C=N/O)c3ccccc3n2C)CC1
    4.3	5.5	8.0	4.4	3.3	-1.9	0.8	6.4	3.0
COCCNC(=O)CCCN1C(=O)c2ccccc2Sc2ncccc21
    5.1	-2.5	10.7	0.0	1.2	-2.2	0.0	6.6	4.9
O=C(CNc1ccccc1F)Nc1cccc2ccccc12
    5.0	7.9	15.6	3.2	-2.4	-1.4	-2.5	2.1	-5.0
CCC(=O)Nc1nnc(S(=O)(=O)N(CC)c2ccc(OC)cc2)s1
    -3.2	1.8	-15.4	10.5	1.7	0.1	-3.8	4.6	-1.3
COC(=O)c1cccc(NC(=O)NC(=O)c2ccc(Cl)cc2)c1
    x	6.1	1.0	x	-1.5	4.2	-1.3	x	3.0
CC(Sc1ncc(C(F)(F)F)cc1Cl)C(=O)NC(N)=O (centres undefined)
    5.8	12.3	-3.0	3.7	5.1	0.3	3.8	5.0	1.6
CCCC(CCC)=NNC(=O)CN(Cc1ccccc1)S(=O)(=O)c1ccccc1
    3.5	-2.3	-1.0	0.0	-1.5	-1.3	1.1	-1.2	1.4
Nc1cccc(-c2nc3ccccc3[nH]2)c1
    -6.4	2.8	3.1	-2.3	-1.1	0.7	-2.5	7.2	-1.0
Cc1ccccc1-c1nc2sc(-c3ccccc3)cc2c(=O)o1
    -3.3	10.1	3.6	66.4*	-1.8	-3.2	3.3	-0.5	-0.8
CC(NC(=O)C(C)N1C(=O)c2cccc([N+](=O)[O-])c2C1=O)c1ccccc1 (centres undefined)
    8.9	6.2	3.4	-3.8	5.1	-2.3	-0.1	3.4	-2.2
CCC(=O)N=c1n(C)c2ccccc2n1CCOc1ccccc1
    0.9	1.3	-2.9	4.5	-12.1	7.2	-3.2	5.8	-3.2
COCCCNC(=S)NC1CC2CCC(C1)N2Cc1ccccc1 (centres undefined)
    4.7	4.0	-2.2	2.7	-6.4	3.7	1.2	2.2	-1.4
CC1SC(C)C(=O)N(CC(=O)Nc2ccc3c(c2)OCO3)C1=O (centres undefined)
    5.8	3.6	8.6	3.4	-5.2	3.9	2.3	3.9	0.3
COC(=O)c1ccc(NC(=O)c2ccccc2)o1
    5.8	3.5	-7.8	4.9	-3.3	-0.3	3.3	3.7	-4.5
Cc1ccc(C)c(NC(=O)COC(=O)c2ccc[n+]([O-])c2)c1
    -3.5	3.3	x	2.3	2.3	x	x	-0.6	x
CCc1cccc(CC)c1NC(=O)COC(=O)c1ccccc1-c1nc2ccccc2s1
    14.4	-1.9	-7.4	-5.5	0.3	1.1	1.0	5.9	-0.3
CSc1cccc(NC(=S)N2CCCN(Cc3ccccc3F)C2)c1
    2.4	-10.2	-0.5	-5.0	-1.4	-8.2	-11.5	4.3	-7.2
CCC1=C(c2ccc(C)cc2)S(=O)(=O)N=C1N1CCC(C(=O)NCCCN2CCCCC2C)CC1 (centres undefined)
    4.5	4.2	0.1	-5.6	-2.5	-5.9	0.4	-1.4	0.8

# Order of values – PAFAH1B3 inh	pPAFAH inh	GSTO1 inh	PAFAH2 FP inh	PAD4 FP inh	LYPLA1 inh	PME-1 inh	PAFAH1B2 FP inh	Fam108B counter
CC1(C)CCCC2=C1CC1C(=O)N(Cc3cccnc3)C(=O)C1C2 (centres undefined)
    8.7	4.7	3.1	16.8	1.1	-1.3	-0.3	8.4	3.5
COc1ccc([N+](=O)[O-])cc1NC(=O)C(C)OC(=O)Cn1[nH]c(=O)c2ccccc2c1=O (centres undefined)
    5.1	0.4	6.0	1.7	-4.0	2.6	-4.8	3.3	-2.8
CS(=O)(=O)Nc1ccccc1C(=O)NCCSCc1ccccc1
    8.5	5.9	-3.0	0.5	-2.9	0.3	0.6	12.4	-0.7
COc1ccc(C(=O)NCCc2nnc3ccc(SCC(=O)NCCc4ccc(OC)c(OC)c4)nn23)cc1
    7.1	0.2	1.2	-3.9	4.6	-5.5	4.0	0.7	-1.2
